# TRPC6 inhibitor: mouse TRPC6 channel inhibitors, primary screen, cell-based, HEK293, membrane potential dye | Short transient receptor potential channel 6 (Mus musculus), Q61143 | ACh-evoked depolarization; hits give low values | B-score at 10 µM | 1.1% of 310,000 active | AID 2553, 2010;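 active means B-score under library mean minus 3 SD, initial fluorescence not abnormally high, positive integrated signal ratio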;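 further: B-score derived from integrated fluorescence ratio over the kinetic read; more negative B-score means stronger inhibition of depolarization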
# Target sequence (Q61143 whole entry, looked up): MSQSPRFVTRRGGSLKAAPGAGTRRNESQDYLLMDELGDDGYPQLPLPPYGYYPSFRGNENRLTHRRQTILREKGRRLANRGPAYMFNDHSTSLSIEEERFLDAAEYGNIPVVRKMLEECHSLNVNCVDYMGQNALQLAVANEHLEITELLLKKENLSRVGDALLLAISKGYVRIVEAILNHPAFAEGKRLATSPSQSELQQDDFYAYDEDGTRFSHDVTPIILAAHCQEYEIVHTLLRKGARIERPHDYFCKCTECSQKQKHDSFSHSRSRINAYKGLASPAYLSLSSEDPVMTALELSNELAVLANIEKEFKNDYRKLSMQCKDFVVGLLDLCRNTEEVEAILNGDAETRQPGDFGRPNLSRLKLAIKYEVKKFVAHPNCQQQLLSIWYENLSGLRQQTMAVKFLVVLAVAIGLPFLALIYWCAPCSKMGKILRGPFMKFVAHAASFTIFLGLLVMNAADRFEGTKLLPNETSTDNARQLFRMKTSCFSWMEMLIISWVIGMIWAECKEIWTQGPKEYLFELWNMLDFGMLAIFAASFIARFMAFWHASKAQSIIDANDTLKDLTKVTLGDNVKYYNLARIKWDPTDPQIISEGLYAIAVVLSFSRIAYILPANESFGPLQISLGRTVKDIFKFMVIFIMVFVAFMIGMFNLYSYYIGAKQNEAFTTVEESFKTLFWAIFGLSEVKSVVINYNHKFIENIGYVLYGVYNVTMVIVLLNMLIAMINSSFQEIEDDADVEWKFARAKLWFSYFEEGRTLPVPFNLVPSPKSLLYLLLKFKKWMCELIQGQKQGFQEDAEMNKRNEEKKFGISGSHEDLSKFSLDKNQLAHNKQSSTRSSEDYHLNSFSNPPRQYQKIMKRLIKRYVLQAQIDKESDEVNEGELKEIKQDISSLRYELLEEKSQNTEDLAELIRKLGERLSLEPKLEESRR
# MrgX1 antag: antagonists of human MrgX1 receptor, primary screen, HEK293 cells, Fluo-4 calcium flux. BAM8-22 antagonism; hits give low values. AID 588676, 2011. B-score at 10 µM. Mas-related G-protein coupled receptor member X1 (Homo sapiens), Q96LB2. 1.3% of 310,000 active;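 active means calcium-response B-score plate-corrected more than 3 library SD below zero, starting fluorescence within 5 deviations, no agonist response on first addition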;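 further: peak minus trough fluorescence over baseline after final BAM8-22 challenge near maximal dose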
# KLF5 inh: KLF5 expression inhibitors, primary screen, DLD-1 cells, luminescence | DLD-1 KLF5 promoter-luciferase reporter | inhibition, % at 5 µM | 0.23% of 290,000 active | AID 1700, 2009;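 active means inhibition above a per-plate limit of that plate's mean compound inhibition plus 3 SD, cut at about 60% in these data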;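 further: 0% = DMSO wells and 100% = LY294002 at 200 µM; higher means less KLF5 promoter-driven luciferase light; inactives centre near -14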
# TRPC4 block: inhibitors of mouse TRPC4 channel, primary screen, Fluo4 calcium, HEK293 TRPC4beta/mu-opioid cells; DAMGO-evoked Fluo4 calcium flux; hits give low values; B-score at 10 µM; 0.39% of 300,000 active;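 active means B-score over 3 SD under the library average, no early fluorescence shift, positive overall ratio signal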
#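 Material: HEK293 cells with stable TRPC4beta plus mu-opioid receptor expression / Probe or stimulus: DAMGO in two steps, submaximal then maximal / Compound: single concentration per test compound / Technique: kinetic Fluo4 fluorescence imaging of calcium influx / Read-out: per-well B score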
# IEC-6 cytotox: cytotoxicity in IEC-6 intestinal epithelial cells, primary screen, cytotoxicity control for KLF5 inhibitor project, cell-based, luminescence. IEC-6 cytotoxicity, luminescence viability. inhibition, % at 5 µM. 0.78% of 290,000 active. AID 1825, 2009; in the data active means inhibition above about 22%;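 further: 0% = plate median of test compound wells and 100% = cytotoxic reference compound wells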
# aSyn 5UTR inh: MLPCN primary screen, SNCA 5' untranslated region. alpha-synuclein 5'UTR reporter, inhibitor activity. AID 1813, 2009. inhibition, % (tested at 7.5 µM). 0.82% of 300,000 active; in the data active means inhibition above about 60%;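 further: H4 neuroglioblastoma cells stably carrying SNCA 5'UTR luciferase fusion; 0% = DMSO wells and 100% = positive control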
# TRPC4 act: activators of mouse TRPC4 channel, primary screen, Fluo4 calcium, HEK293 TRPC4beta/mu-opioid cells | Short transient receptor potential channel 4 (Mus musculus), Q9QUQ5 | Fluo4 calcium fluorescence; hits give high values | B-score at 10 µM | 0.49% of 310,000 active | AID 2237, 2010;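 active means B-score above 5 SD of library B-scores, and initial fluorescence ratio not above library mean plus 5 SD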;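 further: positive B-score marks a calcium rise read as TRPC4 activation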
#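 Incubation: 45 min room-temperature Fluo4 loading, 110 s read / System: HEK293 cells stably co-expressing mouse TRPC4beta and mu-opioid receptor / Signal: Fluo4 fluorescence, kinetic / Control set: buffer (low) and maximal DAMGO (high) / Measure: integrated baseline-normalised fluorescence ratio, converted to per-well B score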
# HIF activator: HIF pathway transcriptional activators, primary screen, cell-based, U2OS HRE-luciferase, luminescence. activation, % at 7.5 µM (by protocol). 0.32% of 300,000 active. AID 1910, 2009. U2OS HRE-luciferase reporter; normalized: DMSO 0%, desferrioxamine 100%;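 active means mean activation of at least 10% of the iron chelator positive control signal, with at least half of replicates also reaching 10%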
# TRPC4 PAM: positive allosteric modulators of TRPC4, primary screen, cell-based, mouse TRPC4beta, HEK293 mu-opioid, Fluo-4 calcium; Short transient receptor potential channel 4 (Mus musculus), Q9QUQ5; AID 2227, 2009; B-score at 10 µM; DAMGO EC20, Fluo-4 Ca2+ flux; hits give high values; 0.42% of 310,000 active;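 active means B-score of calcium response area above 5 SD of library B-scores, with initial fluorescence ratio within 5 SD of library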;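 further: B-score of integrated fluorescence ratio over time as area under calcium response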
# SKKanGAS inh: S. pyogenes SKKanGAS growth inhibitors in kanamycin, primary screen, streptokinase expression inhibitor project, SKKanGAS strain, BacTiter-Glo luminescence; 6 h; inhibition, % at 7.5 µM; 1.3% of 300,000 active; AID 1662, 2009;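 active means mean replicate score, as percent of positive control median, at least 50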;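 further: strain carries kanamycin resistance gene driven by streptokinase promoter and grows in 40 µg/ml kanamycin; loss of luminescence reflects streptokinase promoter inhibition or plain growth inhibition; 0% = median of DMSO wells and 100% = positive control at its reference dose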
# TRPC6 act: mouse TRPC6 channel activators, primary screen, cell-based, HEK293, membrane potential dye; Short transient receptor potential channel 6 (Mus musculus), Q61143; HEK293-TRPC6 membrane potential dye fluorescence; hits give high values; B-score at 10 µM; 0.13% of 310,000 active;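 active means B-score of the integrated fluorescence ratio above library mean plus 3 SD, and starting fluorescence ratio within library mean plus 5 SD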;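 further: higher score means more depolarization so channel activation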
# Starred values were filed as active, the others as inactive; i = inactive; nt = not tested or not shown.
SMILES,TRPC6 inhibitor,MrgX1 antag,KLF5 inh,TRPC4 block,IEC-6 cytotox,aSyn 5UTR inh,TRPC4 act,HIF activator,TRPC4 PAM,SKKanGAS inh,TRPC6 act
CCOC(=O)C1(CCSC)NC(c2ccco2)C2C(=O)N(CC)C(=O)C21 (stereo unspecified),i,i,-17,i,-2,-23,i,-0.3,i,-2,i
Cc1cccc(-c2ncc(CN3CCC(CO)(CCCc4ccccc4)CC3)cn2)c1,i,i,-1,i,-2,-12,i,0.4,i,-1,i
c1ccc(-c2ccc(CNC3CC3)cc2)cc1,i,i,-50,i,3,-35,i,3.1,i,6,i
O=C(NC(N1CCOCC1)C(Cl)(Cl)Cl)c1ccco1 (stereo unspecified),i,i,-14,i,-1,3,i,-0.3,i,-16,i
COc1ccc(-c2noc(COc3ccccc3OC)n2)cc1OC,i,i,-26,i,1,-38,i,1.0,i,-1,i
COc1ccc(NCc2cc(=O)[nH]c3ccccc23)cc1,i,i,-19,i,0,6,i,0.7,i,5,i
O=C(O)C1CCCN1S(=O)(=O)c1ccc(F)cc1 (stereo unspecified),i,i,-38,i,-5,15,i,-1.5,i,2,i
COc1ccc(N2C(=O)C3C(C2=O)C(C(=O)c2ccccc2)N2CCCC32)cc1 (stereo unspecified),i,i,-14,i,-10,7,i,1.2,i,13,i
CCOC(=O)N1CCN(C(=O)c2ccc(CN(c3ccccc3)S(C)(=O)=O)cc2)CC1,i,i,-2,i,6,-10,i,1.7,i,-2,i
Cc1c(O)nc2sc3ccccc3n2c1=O,i,i,-21,i,0,31,i,-0.3,i,8,i
Cc1nc(C)n(CC(O)COc2ccc(C(=O)c3ccccc3)cc2)n1 (stereo unspecified),i,i,-16,i,1,-10,i,0.0,i,5,i
COC(=O)CN1C(=S)N(c2ccccc2)C(=O)C1CC(=O)Nc1ccc(Cl)cc1 (stereo unspecified),i,i,-16,i,0,29,i,-0.2,i,3,i
O=C(O)CC(CC(=O)Nc1ccc(-c2ccccc2)cc1)c1ccccc1 (stereo unspecified),i,i,-37,i,6,4,i,0.8,i,-6,i
CS(=O)(=O)N(CC(=O)O)c1cc(Cl)cc(Cl)c1,i,i,-14,i,-2,-2,i,-0.2,i,9,i
Cc1cc(C)cc(NC(=O)Cn2cnc3c(nnn3Cc3ccc(F)cc3)c2=O)c1,i,i,-27,i,-7,8,i,0.4,i,-6,i
Cc1ccc(-c2cc(-c3ccccc3)nc(N(C)N)n2)cc1,i,i,-29,i,2,4,i,1.0,i,68*,i
Cc1nn(C)cc1CN(C)C(=O)CC12CC3CC(CC(C3)C1)C2,i,i,-10,i,-2,21,i,0.0,i,0,i
O=C(CN1C(=O)COc2ccccc21)NNC(=O)Nc1ccccc1F,i,i,-3,i,1,2,i,0.0,i,-7,i
CCOC(=O)C1CCN(C(=O)CCCn2nc(CC)n3c(cc4occc43)c2=O)CC1,i,i,-1,i,3,5,i,0.1,i,0,i
COc1ccc(NC(=O)CN2CCc3ccccc3C2)c([N+](=O)[O-])c1,i,i,-30,i,7,-8,i,-12,i,-1,i
Cc1nc2ccc(NS(=O)(=O)c3ccc(C)c(C)c3)cc2s1,i,i,-25,i,7,-8,i,-2.1,i,7,i
Cc1nc2ccccc2n1/C(=N\S(=O)(=O)c1ccccc1)c1ccccc1,i,i,-17,i,0,14,i,0.3,i,5,i
CCOC(=O)CCCNC(=O)COC(=O)c1cc2ccccc2cc1O,i,i,0,i,2,4,i,0.3,i,-10,i
CCc1cc2c(=O)c(-c3ccon3)c(N)oc2cc1OC,i,i,-7,i,7,-160,i,2.5,i,11,i
Cc1ccc(C)c(-c2cc(C(=O)NN3CCOCC3)c3ccccc3n2)c1,i,i,6,i,-3,6,i,0.6,i,-4,i
# Continued:
SMILES,TRPC6 inhibitor,MrgX1 antag,KLF5 inh,TRPC4 block,IEC-6 cytotox,aSyn 5UTR inh,TRPC4 act,HIF activator,TRPC4 PAM,SKKanGAS inh,TRPC6 act
Cc1cc(NC(=O)C2CCCC2)n(-c2nc3ccccc3[nH]2)n1,i,i,-2,i,-4,8,i,0.5,i,-4,i
COC(=O)c1ccc(N2CCN(S(=O)(=O)c3ccc4ccccc4c3)CC2)c([N+](=O)[O-])c1,i,i,-9,i,2,26,i,0.1,i,-14,i
CCOC(=O)CNC(=O)/C=C/c1c(Cl)cccc1Cl,i,i,0,i,-1,-45,i,0.6,i,5,i
O=C1CC(N2CCN(C(c3ccccc3)c3ccccc3)CC2)C(=O)N1 (stereo unspecified),i,i,-16,i,-1,-4,i,0.1,i,-4,i
CSCCC(NC(=O)C1CCC(C)CC1)C(=O)N1CCN(c2ccccn2)CC1 (stereo unspecified),i,i,-8,i,-3,8,i,0.1,i,-2,i
O=C1/C(=C\c2ccsc2)N2CCC1CC2,i,i,1,i,4,1,i,-0.1,i,3,i
CC(C)(C)[C@H]1C=C(C(=O)NCc2nc3ccccc3[nH]2)O[C@@H](OCc2ccc(CO)cc2)C1,i,i,nt,i,nt,4,i,1.2,i,-2,i
Cc1ccc(NC(=O)CN2C(=O)NC(Cc3c[nH]c4ccccc34)C2=O)cc1S(=O)(=O)N1CCCCC1 (stereo unspecified),i,i,-11,i,3,-1,i,-0.3,i,3,i
CC(C)(C)C(=O)Nc1ccc(N2CCN(c3ccc(C(F)(F)F)cn3)CC2)nc1,i,i,-5,i,-4,1,i,-0.4,i,-5,i
COc1ccc2c(C(=O)c3ccc(Cl)cc3)n(CCCC(N)=O)[n+]([O-])c2c1,i,i,nt,i,nt,-2,i,1.2,i,4,i
Cc1ccc(OCC(O)Cn2c(N)nc3c2c(=O)n(C)c(=O)n3C)cc1 (stereo unspecified),i,i,-20,i,4,1,i,0.2,i,0,i
O=C(Oc1cccc(Br)c1)c1cccnc1,i,i,-20,i,0,-22,i,-0.3,i,3,i
COc1ccc(C(=O)Nc2ccnn2C2CCN(CC3CC=CCC3)CC2)cc1 (stereo unspecified),i,i,-24,i,4,5,i,-0.1,i,1,i
CCOC(=O)c1ccc(NS(=O)(=O)c2c(C)n(C)c(=O)n(C)c2=O)cc1,i,i,-9,i,2,10,i,-0.3,i,-5,i
CC1CN(c2oc(-c3ccco3)nc2C#N)CC(C)O1 (stereo unspecified),i,i,-22,i,-6,13,i,-0.3,i,-7,i
CC(/C=C/c1ccccc1)=N\NC(=O)CCc1ccccc1,i,i,-9,i,0,-29,i,0.1,i,-9,i
O=C(CC1SCCNC1=O)Nc1ccc(F)c(Cl)c1 (stereo unspecified),i,i,-13,i,-5,-15,i,0.5,i,0,i
CC(=O)c1sc2nc(-c3ccccc3)cc(C)c2c1N,i,i,-3,i,3,23,i,-0.5,i,1,i
CC1CN(CC(=O)Nc2ccc([N+](=O)[O-])cc2Br)CC(C)O1 (stereo unspecified),i,i,-23,i,1,8,i,0.2,i,2,i
CCOc1ccccc1NC(=O)[C@@H](NC(=O)c1cccc(S(=O)(=O)N2CCOCC2)c1)C(C)C,i,i,-21,i,4,-18,i,-0.4,i,2,i
COc1ccc(CNc2nc3ccc(C)cc3s2)c(OC)c1OC,i,i,-40,i,8,-23,i,-0.6,i,nt,i
O=C(Nc1ccc(-n2cnnn2)cc1)C1CCC1,i,i,-24,i,1,-8,i,-0.5,i,-15,i
CN(CC(=O)Nc1cccnc1)S(=O)(=O)c1cc(Cl)ccc1Cl,i,i,-7,i,1,0,i,-0.2,i,2,i
NC(=O)c1nsc(C(=O)N(c2ccccc2)C(C(=O)NCC2CCCO2)c2ccc3ncccc3c2)c1N (stereo unspecified),i,i,-17,i,2,-2,i,1.9,i,4,i
CC(Sc1nc(N2CCOCC2)c2c(c1C#N)CC(C)(C)OC2)C(=O)Nc1ccccc1 (stereo unspecified),i,nt,-49,i,-3,21,i,-0.2,i,2,i
# Remaining list, next part
SMILES,TRPC6 inhibitor,MrgX1 antag,KLF5 inh,TRPC4 block,IEC-6 cytotox,aSyn 5UTR inh,TRPC4 act,HIF activator,TRPC4 PAM,SKKanGAS inh,TRPC6 act
CSc1nc(C)cc(-n2cc(F)c(=O)[nH]c2=O)n1,i,i,-24,i,-3,10,i,0.1,i,-3,i
CCN(CCNC(=O)c1cccc(N2CCCC2=O)c1)c1ccccc1,i,i,-29,i,3,-14,i,0.5,i,1,i
CNS(=O)(=O)c1cccc(C(=O)OCC(=O)NCCCc2ccccc2)c1,i,i,-31,i,-14,13,i,0.5,i,-3,i
Cc1cccn2c(=O)c3cc(C(=O)NC4CCCC4)c(=N)n(C4CCCCC4)c3nc12,i,i,-12,i,4,-35,i,-0.8,i,-8,i
COCCCNC(NC(=O)c1ccc(OC)cc1)C(Cl)(Cl)Cl (stereo unspecified),i,i,-8,i,-12,3,i,-0.2,i,3,i
CC(=O)Nc1nc2c(C)c(Cl)ccc2s1,i,i,-19,i,4,-15,i,0.9,i,-2,i
CN(C)C(CNc1ccc(C(F)(F)F)cc1[N+](=O)[O-])c1ccccc1 (stereo unspecified),i,i,-29,i,6,-29,i,0.0,i,4,i
Cc1nc(NCCc2ccccc2)sc1C(=O)O,i,i,-34,i,-4,-46,i,-0.2,i,-2,i
Cc1ccc(NC(=O)C(=O)NCc2ccccn2)cc1,i,i,-52,i,-2,-110,i,3.4,i,-11,i
Cc1ccc2nc(SCC3CCCCO3)[nH]c2c1 (stereo unspecified),i,i,-40,i,-6,51,i,-1.6,i,-6,i
CCC1CCCCN1CCCNC(=O)C1CC(=O)N(CCc2ccccc2)C1 (stereo unspecified),i,i,5,i,0,1,i,-0.2,i,-3,i

# Screening data from PubChem BioAssay.
